Source: PubChem BioAssay (several laboratories)
RmlCD inh 1536: inhibitors of Mycobacterium tuberculosis RmlC and RmlD coupled enzymes. P9WH09+P9WH11. RmlC+RmlD coupled enzyme assay, percent inhibition; primary screen in compound mixtures. inhibition, % at 3.6 µM. 160,000 compounds, 0.03% hits; in the data active means inhibition mostly above about 34%, no sharp cut-off; further: some results filed as inactive read as strong as hits
Target sequence (P9WH09 whole entry, looked up): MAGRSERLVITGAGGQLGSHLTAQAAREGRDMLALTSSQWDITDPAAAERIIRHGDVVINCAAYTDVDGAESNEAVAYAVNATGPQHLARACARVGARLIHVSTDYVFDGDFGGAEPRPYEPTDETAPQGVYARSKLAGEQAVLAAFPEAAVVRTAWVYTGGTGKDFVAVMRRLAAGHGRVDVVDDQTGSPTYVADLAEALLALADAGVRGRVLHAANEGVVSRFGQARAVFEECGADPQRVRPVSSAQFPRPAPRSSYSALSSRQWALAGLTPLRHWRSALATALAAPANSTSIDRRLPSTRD
Target sequence (P9WH11 whole entry, looked up): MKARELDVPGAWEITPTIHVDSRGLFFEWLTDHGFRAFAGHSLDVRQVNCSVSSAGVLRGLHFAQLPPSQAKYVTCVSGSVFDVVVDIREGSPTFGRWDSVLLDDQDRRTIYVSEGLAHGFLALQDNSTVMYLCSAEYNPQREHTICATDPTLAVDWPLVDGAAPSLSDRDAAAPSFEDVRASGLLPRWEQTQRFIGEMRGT
M. tuberculosis GlmU: inhibition of mycobacterial GlmU enzyme – biochemical, glucosamine-1-phosphate acetyltransferase (AID 1376) | one-dose inhibition, %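 (tested at 30 µM in the primary screen)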; IC50 in µM for titrated hits | M. tuberculosis GlmU acetyltransferase enzyme assay; higher % means a stronger effect | 220,000 compounds, 0.25% hits; in the data active means inhibition above about 13%;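 further: 0% = complete reaction with vehicle and 100% = reaction without substrate; strong numbers were not always called active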
An asterisk follows results filed as active.

Results for N=c1c(-c2nc3ccccc3[nH]2)cc(C(=O)c2ccco2)nn1-c1ccccc1 ?
M. tuberculosis GlmU: 1.6%

What do the screens show for `COc1ccc(NC(=O)C2=Cc3ccccc3OC2)cc1`?
RmlCD inh 1536: 6; M. tuberculosis GlmU: -1.8%

Results for Cc1ccccc1-c1nc(SCc2ccccn2)c2c(=O)n(C)c(=O)n(C)c2n1 ?
RmlCD inh 1536: 11; M. tuberculosis GlmU: 2.9%

How did COC(=O)C1=C(N)OC2=C(C(=O)CCC2)C1c1ccccc1OC (stereo unspecified) do in these assays?
RmlCD inh 1536: -15; M. tuberculosis GlmU: 1.5%

How did CCCCN(CCCC)C(=O)CN(C)S(=O)(=O)c1ccc2c(c1)n(C)c(=O)c(=O)n2C do in these assays?
M. tuberculosis GlmU: 1.9%

Results for CCc1nnc(NC(=O)C2=CCN(S(=O)(=O)c3ccccc3)CC2)s1 ?
RmlCD inh 1536: -9; M. tuberculosis GlmU: 3.1%

How did C=CCSc1nnc(-c2ccc(Cl)cc2Cl)o1 do in these assays?
RmlCD inh 1536: 92; M. tuberculosis GlmU: 6.2%

What do the screens show for `C/C(=N/NC(=O)C(O)(c1ccccc1)c1ccccc1)c1ccc([N+](=O)[O-])o1`?
RmlCD inh 1536: 7; M. tuberculosis GlmU: -6.1%

Results for O=C(CNC(=O)c1cccs1)c1ccc(F)cc1 ?
M. tuberculosis GlmU: -0.6%

What do the screens show for `CC(C(=O)NC1CCCC1)N(Cc1ccc2c(c1)OCO2)C(=O)c1snc(C(N)=O)c1N` (stereo unspecified)?
RmlCD inh 1536: -7; M. tuberculosis GlmU: -1.3%

What do the screens show for `O=C(c1ccc2[nH]c3c(c2c1)CCCC3)N1CCN(c2ccc(F)cc2)CC1`?
RmlCD inh 1536: 6; M. tuberculosis GlmU: 1.5%

How did CC(=O)O/N=C1\C(=O)N(Cc2ccc(C)cc2)c2ccccc21 do in these assays?
RmlCD inh 1536: -5; M. tuberculosis GlmU: -3.8%

What do the screens show for `O=C(COc1cccc2ccccc12)N1c2ccccc2CCc2ccccc21`?
RmlCD inh 1536: 44; M. tuberculosis GlmU: 4.0%

How did Cn1cnc2cc(OC(=O)c3ccccc3)ccc21 do in these assays?
M. tuberculosis GlmU: 7.7%

What do the screens show for `CC(=O)Nc1ccccc1C(=O)C(=O)Nc1ccc(C(=O)N2CCOCC2)cc1`?
RmlCD inh 1536: -10; M. tuberculosis GlmU: 2.8%

Results for CCCCNC(=S)NNC(=O)c1ccoc1C ?
RmlCD inh 1536: 5; M. tuberculosis GlmU: -3.5%

Results for Cc1cc(O)c(-c2cc(O)c(C)cc2O)cc1O ?
RmlCD inh 1536: 6

What do the screens show for `O=C(CSc1nc2ccccc2[nH]1)N1CCN(C(=O)c2ccco2)CC1`?
M. tuberculosis GlmU: 2.5%

How did COc1ccc(CN(CC(=O)NCc2ccccc2)C(=O)c2csnn2)cc1 do in these assays?
RmlCD inh 1536: 10; M. tuberculosis GlmU: 1.1%

What do the screens show for `COc1cc(S(=O)(=O)N(CCc2ccccc2)Cc2cccs2)ccc1-n1cnnn1`?
M. tuberculosis GlmU: -2.0%

How did O=S(=O)(Nc1ccc2cn[nH]c2c1)c1ccc(Cl)s1 do in these assays?
RmlCD inh 1536: 0; M. tuberculosis GlmU: -2.6%

What do the screens show for `O=C(O)CSc1nnc(Cn2c(=O)sc3ccccc32)n1-c1cccc(Cl)c1`?
RmlCD inh 1536: 20; M. tuberculosis GlmU: 5.5%

How did COc1cc(S(=O)(=O)N(Cc2cccc(OC)c2OC)CC2CCCO2)ccc1-n1cnnn1 (stereo unspecified) do in these assays?
RmlCD inh 1536: 14; M. tuberculosis GlmU: 1.9%

What do the screens show for `Cc1ccc(C(=O)COC(=O)CNC(=O)Cc2ccccc2)cc1[N+](=O)[O-]`?
RmlCD inh 1536: 1

How did Cc1ccc(CCc2nnc(SCC(=O)Nc3ccccc3Cl)n2-c2ccccc2)o1 do in these assays?
RmlCD inh 1536: -3; M. tuberculosis GlmU: -1.4%

What do the screens show for `CC1Cc2ccccc2N1C(=O)CNc1ccccc1N1CCCCC1` (stereo unspecified)?
RmlCD inh 1536: 110; M. tuberculosis GlmU: -1.4%

Results for O=C(CNC(=O)c1ccccc1C(=O)O)c1ccccc1 ?
M. tuberculosis GlmU: 10%

What do the screens show for `Cc1ccc(CN=c2c([N+](=O)[O-])nn(-c3cccc(Cl)c3)n2O)cc1`?
RmlCD inh 1536: 3; M. tuberculosis GlmU: -4.7%

What do the screens show for `CCOC(=O)c1cnn(-c2ccccc2)c1NC(=O)c1ccccc1`?
M. tuberculosis GlmU: -5.1%

Results for Cc1ccc(CNC(=O)CSc2c3c(nc4cc(Cl)ccc24)CCCC3)o1 ?
M. tuberculosis GlmU: -5.6%

How did CCC(=O)Nc1nnc(-c2ccncc2)s1 do in these assays?
RmlCD inh 1536: 12; M. tuberculosis GlmU: -1.8%

What do the screens show for `CC1CC(C)CN(S(=O)(=O)c2cccc(C(=O)OCCN3CCCC3=O)c2)C1` (stereo unspecified)?
RmlCD inh 1536: -6; M. tuberculosis GlmU: 3.8%

What do the screens show for `Cc1ccc(C(=O)NCC(=O)NCC(=O)OCC(=O)c2ccc([N+](=O)[O-])cc2)cc1`?
RmlCD inh 1536: 12; M. tuberculosis GlmU: 0.7%

Results for OC(CNCC1CCCO1)Cn1c2ccc(Br)cc2c2cc(Br)ccc21 (stereo unspecified) ?
M. tuberculosis GlmU: -6.8%

What do the screens show for `Cc1nc2ccccc2n1CC(O)COC1CCCCC1` (stereo unspecified)?
M. tuberculosis GlmU: 0.1%

What do the screens show for `O=C(CSc1nnc2ccccn12)N1CCc2ccccc2C1`?
RmlCD inh 1536: 9; M. tuberculosis GlmU: 1.6%

What do the screens show for `CC(C(=O)NCCN1CCOCC1)c1ccc([N+](=O)[O-])cc1` (stereo unspecified)?
M. tuberculosis GlmU: 0.1%

How did O=C(CSc1nnc(-c2ccc3c(c2)OCCO3)o1)NC1CCCCC1 do in these assays?
M. tuberculosis GlmU: 0.0%

Results for CCOC(=O)C(=O)NN=C(c1ccccc1)c1ccccc1 ?
M. tuberculosis GlmU: -3.6%

How did COc1ccc(-c2csc(N(CC3CCCO3)C(=O)c3ccc(C)cc3)n2)cc1 (stereo unspecified) do in these assays?
M. tuberculosis GlmU: 5.5%

How did COc1ccc(OCc2cccc(C(=O)Nc3cc(C)on3)c2)cc1 do in these assays?
M. tuberculosis GlmU: 6.3%

What do the screens show for `O=C(COC(=O)c1c2ccccc2cc2ccccc12)Nc1ncc(C(F)(F)F)cc1Cl`?
RmlCD inh 1536: -1; M. tuberculosis GlmU: -0.6%

How did Cc1ccc(S(=O)(=O)N(C)C)cc1NC(=O)Nc1ccccc1F do in these assays?
M. tuberculosis GlmU: -2.0%

How did Cc1ccc(-c2ccc(=O)n(CC(=O)Nc3cccc(C(=O)N4CCN(C)CC4)c3)n2)cc1 do in these assays?
RmlCD inh 1536: 7; M. tuberculosis GlmU: 0.5%

What do the screens show for `CCN(CC)C(=O)CN(C)S(=O)(=O)c1cccc2nsnc12`?
M. tuberculosis GlmU: 1.2%

How did CCN(CC)CCNCc1cc(Br)ccc1OCC(=O)NCc1ccccc1 do in these assays?
RmlCD inh 1536: 5; M. tuberculosis GlmU: 0.6%

How did COc1cc2c(cc1O)CC[C@@H]1[C@@H]2CC[C@]2(C)[C@@H](O)CC[C@@H]12 do in these assays?
RmlCD inh 1536: -4; M. tuberculosis GlmU: 6.4%

How did O=C(Nc1nc(-c2ccc(S(=O)(=O)N3CCCC3)cc2)cs1)C1COc2ccccc2O1 (stereo unspecified) do in these assays?
RmlCD inh 1536: 6; M. tuberculosis GlmU: -7.5%

How did COc1c(N)c2ccccc2[nH]c1=O do in these assays?
RmlCD inh 1536: 6

What do the screens show for `Cc1ccc(CN=C2NC(=O)C(CC(=O)NCCc3ccccc3)S2)cc1` (stereo unspecified)?
RmlCD inh 1536: 6; M. tuberculosis GlmU: 2.3%

Results for CCCOC(=O)c1ccc(NC(=O)c2nc3nc(C)cc(C)n3n2)cc1 ?
M. tuberculosis GlmU: -4.8%

Results for Cc1ccc(NC(=O)COc2ccccc2[N+](=O)[O-])nc1 ?
RmlCD inh 1536: 6; M. tuberculosis GlmU: -5.1%

Results for COc1ccccc1NC(=O)Cn1c(C)cc(=O)c2cccc(OC)c21 ?
M. tuberculosis GlmU: 3.7%

Results for O=C(COC(=O)/C=C/c1ccc(OC(F)F)cc1)NCCN1C(=O)CSC1=O ?
RmlCD inh 1536: 8; M. tuberculosis GlmU: -5.3%

What do the screens show for `Cc1ccn(CC(=O)N/N=C/c2cc([N+](=O)[O-])ccc2O)n1`?
RmlCD inh 1536: -7; M. tuberculosis GlmU: -0.3%

Results for CC(C)(C)C1CCC(=NNc2ncc(C(F)(F)F)cc2Cl)CC1 (stereo unspecified) ?
RmlCD inh 1536: 11; M. tuberculosis GlmU: -2.4%

What do the screens show for `Cn1c(NC(=S)Nc2ccccc2)nc2ccccc21`?
M. tuberculosis GlmU: -2.2%

What do the screens show for `COc1ccc(NC(=O)CSc2nnc(NC(=O)c3ccc(S(=O)(=O)N4CCOCC4)cc3)s2)cc1`?
RmlCD inh 1536: 9; M. tuberculosis GlmU: 1.4%

How did CC(=O)Nc1ccccc1-c1nc2ccc(C(=O)N3CCN(c4ccccc4)CC3)cc2[nH]c1=O do in these assays?
RmlCD inh 1536: 9; M. tuberculosis GlmU: 3.0%

Results for Cc1nc(N2CCN(S(=O)(=O)c3ccccc3C#N)CC2)c2c(-c3cccs3)csc2n1 ?
RmlCD inh 1536: 1; M. tuberculosis GlmU: -5.4%

A draw from above in order of heavy-atom count, smallest number first.
How did COc1c(N)c2ccccc2[nH]c1=O do in these assays?
RmlCD inh 1536: 6

What do the screens show for `Cn1c(NC(=S)Nc2ccccc2)nc2ccccc21`?
M. tuberculosis GlmU: -2.2%

Results for Cc1ccc(NC(=O)COc2ccccc2[N+](=O)[O-])nc1 ?
RmlCD inh 1536: 6; M. tuberculosis GlmU: -5.1%

Results for COc1ccccc1NC(=O)Cn1c(C)cc(=O)c2cccc(OC)c21 ?
M. tuberculosis GlmU: 3.7%

The list goes on.
Results for Cc1cc(C(=O)Cn2nc(C(=O)O)c3ccccc3c2=O)c(C)n1-c1ccc(OC(F)F)cc1 ?
RmlCD inh 1536: -160; M. tuberculosis GlmU: -2.9%

What do the screens show for `O=C(COC(=O)c1ccc2c(c1)C(=O)N(Cc1ccncc1)C2=O)Nc1ccccc1[N+](=O)[O-]`?
RmlCD inh 1536: 14; M. tuberculosis GlmU: -0.2%

Results for Cc1ccccc1OCC(=O)Nc1ccc(C(N)=O)cc1 ?
RmlCD inh 1536: 0; M. tuberculosis GlmU: 2.2%

How did CC(=O)Nc1cc(-c2ccc(Cl)cc2)[nH]n1 do in these assays?
RmlCD inh 1536: 0; M. tuberculosis GlmU: -3.5%

How did CCCC1CCC(C(=O)Nn2cnc3ccccc3c2=O)CC1 (stereo unspecified) do in these assays?
M. tuberculosis GlmU: 2.3%

How did CCC(C)NC(=O)COc1ccccc1[N+](=O)[O-] (stereo unspecified) do in these assays?
RmlCD inh 1536: -2; M. tuberculosis GlmU: 5.0%

How did CN(C)c1nc(N(C)C)n(Cc2c(Cl)cccc2Cl)n1 do in these assays?
RmlCD inh 1536: 9

Results for COc1ccc(CC(=O)Nc2ccccc2NC(=O)c2ccco2)cc1OC ?
RmlCD inh 1536: -16; M. tuberculosis GlmU: -2.2%

What do the screens show for `CCNCc1cc(OCC)c(OCC(=O)NCCc2ccccc2)cc1Cl`?
M. tuberculosis GlmU: -1.2%

What do the screens show for `Cc1ccccc1NC(=O)C1CC(=O)N(c2ccccc2F)C1` (stereo unspecified)?
RmlCD inh 1536: 11; M. tuberculosis GlmU: -0.2%

How did COC(=O)C1CCN(C(=O)COc2ccc(Cl)cc2)CC1 do in these assays?
M. tuberculosis GlmU: 2.2%

What do the screens show for `CC(=O)c1cc2ccc(O)cc2oc1=O`?
RmlCD inh 1536: 4; M. tuberculosis GlmU: 2.5%

Results for CCOC(=O)CC(NC(=O)Cn1nnc(-c2ccccc2F)n1)c1ccccc1Cl (stereo unspecified) ?
RmlCD inh 1536: 6; M. tuberculosis GlmU: 2.0%

What do the screens show for `Cc1ccc(S(=O)(=O)NCCC2(C(C)C)CCOC(C)(C)C2)cc1` (stereo unspecified)?
M. tuberculosis GlmU: -1.1%

How did COC(=O)[C@@H]1C[C@H]1[C@@H](NP(=O)(c1ccccc1)c1ccccc1)c1ccccc1 do in these assays?
M. tuberculosis GlmU: 3.0%

How did CC(C)(C)c1cc(C(=O)NCc2cc(F)cc3c2OCOC3)n(Cc2ccccc2)n1 do in these assays?
M. tuberculosis GlmU: 3.1%

Results for Cc1cc(NC(=O)c2coc(=O)c(Br)c2)ccc1C(C)C ?
RmlCD inh 1536: 6; M. tuberculosis GlmU: -5.5%

How did CCOC(=O)N1CCC(n2c(=S)[nH]c3ccccc3c2=O)CC1 do in these assays?
M. tuberculosis GlmU: -1.1%

Random excerpt: four records from the list
How did CCOC(=O)N1CCC(n2c(=S)[nH]c3ccccc3c2=O)CC1 do in these assays?
M. tuberculosis GlmU: -1.1%

Results for Cc1ccccc1OCC(=O)Nc1ccc(C(N)=O)cc1 ?
RmlCD inh 1536: 0; M. tuberculosis GlmU: 2.2%

How did COC(=O)[C@@H]1C[C@H]1[C@@H](NP(=O)(c1ccccc1)c1ccccc1)c1ccccc1 do in these assays?
M. tuberculosis GlmU: 3.0%

What do the screens show for `O=C(COC(=O)c1ccc2c(c1)C(=O)N(Cc1ccncc1)C2=O)Nc1ccccc1[N+](=O)[O-]`?
RmlCD inh 1536: 14; M. tuberculosis GlmU: -0.2%

Not all compounds are listed. The share of hits here may be higher or lower than overall.
